# TRPC6 act – activators of mouse TRPC6 channel. 310,000 tested, 0.13% active. Q61143. B-score at 10 µM. HEK293-TRPC6 membrane potential dye fluorescence; hits give high values;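 active means B-score of the integrated fluorescence ratio above library mean plus 3 SD, and starting fluorescence ratio within library mean plus 5 SD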;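 further: higher score means more depolarization so channel activation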
# TMEM16A inh – inhibitors of mouse TMEM16A calcium-activated chloride channel. Q8BHY3. HEK293 TMEM16A/YFP iodide influx fluorescence, ionomycin. normalized B-score (activity score, 25-100; higher = stronger inhibition) at 10 µM. 310,000 tested, 1.2% active. AID 588511;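 active means ratio plate-corrected score three or more library SD toward inhibition, starting fluorescence score within five deviations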;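 further: score derived from kinetic fluorescence span divided by baseline fluorescence per well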
# SKKanGAS inh – blocks kanamycin growth of S. pyogenes SKKanGAS strain. 300,000 tested, 1.3% active. BacTiter-Glo, 6 h. AID 1662. inhibition, % at 7.5 µM;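 active means mean replicate score, as percent of positive control median, at least 50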;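 further: strain carries kanamycin resistance gene driven by streptokinase promoter and grows in 40 µg/ml kanamycin; loss of luminescence reflects streptokinase promoter inhibition or plain growth inhibition; 0% = median of DMSO wells and 100% = positive control at its reference dose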
# TMEM16A act – activators or potentiators of mouse TMEM16A chloride channel; Q8BHY3; HEK293 TMEM16A/YFP-H148Q/I152L, iodide quench fluorescence; hits give low values; B-score at 10 µM; 340,000 tested, 0.3% active; AID 623877;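 active means fluorescence-ratio B-score plate-corrected deviation score at least 3 library SD below zero, with starting fluorescence score within 5 deviations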;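 further: channel opened by trigger with iodide after compound preincubation; score built on the fluorescence ratio of max minus min over baseline; more negative score means more quench and so TMEM16A activation or potentiation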
# MrgX1 allo act – human MrgX1 positive allosteric modulation, primary screen; Q96LB2; AID 588675; 310,000 tested, 0.63% active; MrgX1-HEK293, Fluo-4 calcium flux, FDSS; hits give high values; B-score at 10 µM;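 active means plate-corrected calcium response at least 3 library SD above typical, normal starting fluorescence, not activating the receptor alone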;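 further: compound read alongside a low EC10 to EC30 dose of BAM8-22 agonist; peak minus trough fluorescence over baseline measured at the second addition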
# TRPC4 agonist – opens the mouse TRPC4 cation channel; Q9QUQ5; HEK293 TRPC4beta/mu-opioid, Fluo4 calcium fluorescence; hits give high values; B-score at 10 µM; 310,000 tested, 0.49% active; AID 2237;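 active means B-score above 5 SD of library B-scores, and initial fluorescence ratio not above library mean plus 5 SD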;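 further: positive B-score marks a calcium rise read as TRPC4 activation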
# Target sequence (Q9QUQ5 whole entry, looked up): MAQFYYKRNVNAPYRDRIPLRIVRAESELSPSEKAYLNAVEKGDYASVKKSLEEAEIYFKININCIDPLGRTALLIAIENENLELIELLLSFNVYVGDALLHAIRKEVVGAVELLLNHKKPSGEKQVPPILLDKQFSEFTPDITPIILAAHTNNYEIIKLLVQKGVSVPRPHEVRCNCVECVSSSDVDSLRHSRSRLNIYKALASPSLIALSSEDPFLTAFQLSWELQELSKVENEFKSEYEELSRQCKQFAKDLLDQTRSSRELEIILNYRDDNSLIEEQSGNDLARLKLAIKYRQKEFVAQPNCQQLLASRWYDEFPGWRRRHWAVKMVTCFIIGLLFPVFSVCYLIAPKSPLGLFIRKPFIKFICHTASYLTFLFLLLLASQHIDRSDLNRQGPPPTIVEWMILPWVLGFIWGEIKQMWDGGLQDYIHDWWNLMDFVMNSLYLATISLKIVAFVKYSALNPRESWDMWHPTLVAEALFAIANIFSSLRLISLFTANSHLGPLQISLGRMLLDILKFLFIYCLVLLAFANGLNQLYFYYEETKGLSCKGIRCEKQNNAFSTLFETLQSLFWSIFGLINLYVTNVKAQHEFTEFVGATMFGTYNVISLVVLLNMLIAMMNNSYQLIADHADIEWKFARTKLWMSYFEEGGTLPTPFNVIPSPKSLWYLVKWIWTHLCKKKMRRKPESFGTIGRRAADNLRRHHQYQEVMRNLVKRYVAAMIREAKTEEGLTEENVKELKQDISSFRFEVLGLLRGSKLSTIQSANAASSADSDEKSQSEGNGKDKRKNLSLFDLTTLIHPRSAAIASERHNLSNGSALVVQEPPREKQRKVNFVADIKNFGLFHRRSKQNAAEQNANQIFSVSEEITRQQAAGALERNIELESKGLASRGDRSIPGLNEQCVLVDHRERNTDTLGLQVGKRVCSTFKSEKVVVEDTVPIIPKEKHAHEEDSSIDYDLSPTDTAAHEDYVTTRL
#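 Material: TRPC4beta and mu-opioid receptor HEK293 stable cells | Incubation: 45 min room-temperature Fluo4 loading, 110 s read | Detection: Kinetic Fluo4 calcium fluorescence | Measure: Integrated baseline-normalised fluorescence ratio, converted to per-well B score | Benchmarks: Low control buffer alone, high control maximal DAMGO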
# MrgX1 antag – blocks BAM8-22 activation of human MrgX1 receptor; MRGX1-HEK293 calcium flux, Fluo-4, BAM8-22 antagonism; hits give low values; Q96LB2; B-score at 10 µM; 310,000 tested, 1.3% active; AID 588676;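 active means calcium-response B-score plate-corrected more than 3 library SD below zero, starting fluorescence within 5 deviations, no agonist response on first addition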;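 further: peak minus trough fluorescence over baseline after final BAM8-22 challenge near maximal dose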
# TRPC4 PAM – allosterically enhances the mouse TRPC4 cation channel; 310,000 tested, 0.42% active; Q9QUQ5; B-score at 10 µM; HEK293 TRPC4beta/mu-opioid, DAMGO EC20, Fluo-4 Ca2+ flux; hits give high values;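 active means B-score of calcium response area above 5 SD of library B-scores, with initial fluorescence ratio within 5 SD of library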;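 further: B-score of integrated fluorescence ratio over time as area under calcium response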
# TRPC4 inh – TRPC4 (mouse) channel inhibition. Q9QUQ5. HEK293 TRPC4beta/mu-opioid, DAMGO-evoked Fluo4 calcium flux; hits give low values. B-score at 10 µM. 300,000 tested, 0.39% active. AID 2247;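 active means B-score over 3 SD under the library average, no early fluorescence shift, positive overall ratio signal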
#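 Assay system: HEK293 cells with stable TRPC4beta plus mu-opioid receptor expression; Probe or stimulus: DAMGO in two steps, submaximal then maximal; Dosing: single-point compound dosing; Measured by: Fluo4 calcium-dye fluorescence, kinetic read; Read-out basis: B score from integrated Fluo4 fluorescence ratio.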
# TRPC6 inh – mouse TRPC6 channel inhibition; Q61143; HEK293-TRPC6, membrane potential dye, ACh-evoked depolarization; hits give low values; B-score at 10 µM; 310,000 tested, 1.1% active; AID 2553;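 active means B-score under library mean minus 3 SD, initial fluorescence not abnormally high, positive integrated signal ratio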;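 further: B-score derived from integrated fluorescence ratio over the kinetic read; more negative B-score means stronger inhibition of depolarization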
# MrgX1 agonist – agonists of human MrgX1 receptor; Q96LB2; MrgX1-HEK293 cells, Fluo-4 calcium fluorescence, agonist mode; hits give high values; B-score at 10 µM; 310,000 tested, 0.44% active; AID 588627;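 active means calcium response B-score plate-corrected fluorescence ratio at least 3 library SD, with starting fluorescence B-score inside 5 SD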
#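 Assay system: MrgX1-expressing HEK293 cells / Amount: fifteen thousand cells per well / Doses: test compound in the initial addition of three / Timing: cells plated overnight, dye loaded 0.5 h 37 °C, 0.5 h room temperature / Technique: kinetic calcium dye fluorescence, Fluo-4 NW / Control set: positive and negative controls per plate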
# Starred values were filed as active, the others as inactive; i = inactive; . = no result given.
SMILES,TRPC6 act,TMEM16A inh,SKKanGAS inh,TMEM16A act,MrgX1 allo act,TRPC4 agonist,MrgX1 antag,TRPC4 PAM,TRPC4 inh,TRPC6 inh,MrgX1 agonist
COc1ccc(Nc2nc(N)nc(CSCCO)n2)cc1,i,i,-1,i,i,i,i,i,i,i,i
CCCCC(=O)NC(=S)Nc1cc([N+](=O)[O-])ccc1OC,i,i,-1,i,i,i,i,i,i,i,i
CCOc1ccc(N=Cc2c(O)cc(C)oc2=O)cc1,i,i,1,i,i,i,i,i,i,i,i
COc1ccc(S(=O)(=O)N2CCN(C(=O)NCc3ccc(OC)c(OC)c3)CC2)cc1,i,i,3,i,i,i,i,i,i,i,i
Cc1cc(C)c(C(=O)OCc2csc(CC(=O)Nc3ccccc3C)n2)c(C)c1,i,25*,-1,i,i,i,i,i,i,i,i
COC(=O)c1c(C)[nH]c(C(=O)/C=C/c2ccccc2Cl)c1C,i,i,-15,i,i,i,i,i,i,i,i
COc1ccccc1NC(=O)CSc1nnnn1-c1ccc2c(c1)OCO2,i,i,1,-7.5*,i,i,i,i,i,i,i
Cn1cc(CN2CCC(C(=O)Nc3cccc(-c4cscn4)c3)CC2)cn1,i,i,1,i,i,i,i,i,i,i,i
CC1CN(Cc2nc3c(c(=O)n(C)c(=O)n3C)n2CCCc2ccccc2)CC(C)O1 (configuration not stated),i,i,4,i,i,i,i,i,i,i,i
COc1ccc(C2CC(=O)OC3=C2C(=O)CC(C)(C)C3)c(OC)c1 (configuration not stated),i,i,-4,i,i,i,i,i,i,i,i
CC1CCN(C(=O)CSc2ccc(-c3ccc(F)cc3)nn2)CC1,i,i,-6,i,i,i,i,i,i,i,i
CCN(CC)CC(O)Cn1c2ccccc2c2ccccc21 (configuration not stated),i,i,-1,i,i,i,i,i,i,i,i
COc1ccc(NC(=O)c2ccc(Br)o2)c([N+](=O)[O-])c1,i,i,-5,i,i,i,i,i,i,i,i
Cc1ccc(-c2csc(N=C(N)N)n2)cc1,i,i,-5,i,7*,i,i,i,i,i,i
Fc1ccc(C[n+]2csc3ccccc32)cc1,i,i,-3,i,i,i,i,i,i,i,i
CC(=O)N1CCN(c2nnc(-c3ccc(C)cc3)c3ccccc23)CC1,i,i,-4,i,i,i,i,i,i,i,i
C=CCOC(=O)C1=C(C)NC(=O)NC1c1ccc(Cl)cc1 (configuration not stated),i,i,-2,i,i,i,i,i,i,i,i
O=C(Nc1nc2ccccc2s1)c1ccc(Cl)s1,i,i,3,i,i,i,i,i,i,i,i
Cc1[nH]c2ccc(F)cc2c1CCN(Cc1cccnc1)C(=S)NC(C)(C)C,i,i,-3,i,i,i,i,i,i,i,i
Cc1ccc(C)c(OCCC(=O)OCC(=O)Nc2cccc(S(=O)(=O)N3CCCC3)c2)c1,i,i,-17,i,i,i,i,i,i,i,i
Cc1ccc(NC(=O)c2cnccn2)cc1C,i,i,0,i,i,i,i,i,i,i,i
COCCn1c(C)cc(C(=O)COC(=O)c2ccccc2Br)c1C,i,i,4,i,i,i,i,i,i,i,i
CCC(Sc1ncccc1C(=O)Oc1cccc([N+](=O)[O-])c1)C(=O)Nc1ccccc1OC (configuration not stated),i,i,15,i,i,i,i,i,i,i,i
O=C(Nc1ncccn1)c1ccc(Cl)c([N+](=O)[O-])c1,i,i,2,i,i,i,i,i,i,i,i
O=c1[nH]c(-[n+]2ccccc2)c(/C=N/N=C(\[O-])c2ccccc2)s1,i,i,0,i,i,i,i,i,i,i,i
COc1ccc(OC)c(NS(=O)(=O)c2ccc(Cl)nc2)c1,i,i,1,i,i,i,i,i,i,i,i
CCS(=O)(=O)N1CCCC(C(=O)NCc2cccnc2)C1 (configuration not stated),i,i,-3,i,i,i,i,i,i,i,i
Clc1ccc(Nc2nc(N3CCOCC3)nc(N3CCOCC3)n2)cc1Cl,i,i,5,i,i,i,i,i,i,i,i
Cc1n(-c2ccccc2)c2ccc(Cl)cc2[n+]1CCO,i,i,-6,i,i,i,i,i,i,i,i
COC(=O)C(C)N1C(=O)S/C(=C\c2ccc(-c3ccc(C(=O)O)cc3C)o2)C1=O (configuration not stated),i,i,32,i,i,i,i,i,i,i,i
N#Cc1c(C(F)(F)F)cc(-c2cccc(Cl)c2)[nH]c1=O,i,25*,15,i,i,i,i,i,i,i,i
CCOC(=O)c1c(C)n(C)c2cc(CN(C)C)c(O)c(S(=O)(=O)c3ccccc3)c12,i,i,-5,i,i,i,i,i,i,i,i
O=C(NC1(C(F)(F)F)NC(=O)N(Cc2cccnc2)C1=O)c1ccccc1Cl (configuration not stated),i,i,14,i,i,i,i,i,i,i,i
Cc1ccc(C(=O)NCc2ccc3c(c2)OCO3)cc1N1CCCC1=O,i,i,-6,i,i,i,i,i,i,i,i
O=C(CN(C(=O)c1csnn1)c1ccc2c(c1)OCCO2)NCc1ccc(F)cc1,i,i,-2,i,i,i,i,i,i,i,i
COc1ccc(CN(C(=O)c2cnccn2)C(C(=O)NC(C)(C)C)c2cc(OC)c(OC)c(OC)c2)cc1 (configuration not stated),i,i,-2,i,i,i,i,i,i,i,i

# Record cards, from the list above. Order of screens: TRPC6 act, TMEM16A inh, SKKanGAS inh, TMEM16A act, MrgX1 allo act, TRPC4 agonist, MrgX1 antag, TRPC4 PAM, TRPC4 inh, TRPC6 inh, MrgX1 agonist
# CCOC(=O)c1c(C)n(C)c2cc(CN(C)C)c(O)c(S(=O)(=O)c3ccccc3)c12 is entered as i, i, -5, i, i, i, i, i, i, i, i
# O=C(CN(C(=O)c1csnn1)c1ccc2c(c1)OCCO2)NCc1ccc(F)cc1 is entered as i, i, -2, i, i, i, i, i, i, i, i

# (further entries)
SMILES,TRPC6 act,TMEM16A inh,SKKanGAS inh,TMEM16A act,MrgX1 allo act,TRPC4 agonist,MrgX1 antag,TRPC4 PAM,TRPC4 inh,TRPC6 inh,MrgX1 agonist
Cc1ccc(C)c(C(=O)CCC(=O)O)c1,i,i,-8,i,i,i,i,i,i,i,i
N#Cc1cc2sc3nc4ccccc4n3c2cc1C#N,i,.,-2,.,.,i,.,i,i,i,.
CCC(CO)N=CC1=C(O)CC(C)(C)CC1=O (configuration not stated),i,i,-9,i,i,i,i,i,i,i,i
CN(CC(=O)Nc1ccccc1Cl)C(=O)c1cccc(S(=O)(=O)N2CCN(c3ccc(F)cc3)CC2)c1,i,i,0,i,i,i,i,i,i,i,i
CC(OC(=O)C1=NNC(=O)CC1)C(=O)Nc1ncc(Cl)cc1Cl (configuration not stated),i,i,-8,i,i,i,i,i,i,i,i
COc1ccc(CNC(=O)C(OC(=O)c2ccco2)c2ccccc2F)cc1 (configuration not stated),i,i,16,i,i,i,i,i,i,i,i
Oc1ccc(/C=N/n2c3ccccc3c3ccccc32)cc1,i,i,71*,i,i,i,i,i,i,i,i
Cc1ccc(C(=O)NNS(=O)(=O)c2ccccc2[N+](=O)[O-])cc1,i,i,6,i,i,i,i,i,i,i,i
COc1ccccc1-n1c(SCC(=O)NCc2ccc3c(c2)OCO3)nc2cc([N+](=O)[O-])ccc21,i,i,7,i,i,i,i,i,i,i,i
COc1ccc(C(=O)NCc2cnn(C)c2C)cc1OC1CCN(C(C)C)CC1,i,i,-1,i,i,i,i,i,i,i,i
c1csc(-c2nc(CN3CCSCC3)cs2)c1,i,i,5,i,i,i,i,i,i,i,i
CCSc1nsc(NC(=O)Nc2cccc(F)c2)n1,i,100*,66*,i,i,i,-7.4*,i,i,i,i
Cc1ccc(OC(=O)CCC(=O)N2CCc3ccccc32)cc1,i,i,-6,i,i,i,i,i,i,i,i
Cc1ccc(C(=O)Nc2ccc(N3CCCC3)cc2)c(C)c1,i,i,-1,i,i,i,i,i,i,i,i
Cc1ccc2nc(C(=O)N3CCCC(Nc4ccc(F)cc4)C3)cn2c1 (configuration not stated),i,i,4,i,i,i,i,i,i,i,i
CCOC(=O)C1(Cc2cccc(Cl)c2)CCCN(C(=O)C(C)(C)C)C1 (configuration not stated),i,i,6,i,i,i,i,i,i,i,i
Cc1ccc(C(C(=O)NCC2CCCO2)N(C(=O)c2snc(C(N)=O)c2N)c2ccc3c(c2)OCCO3)cc1 (configuration not stated),i,i,-1,i,i,i,i,i,i,i,i
O=S(=O)(/N=C(/Nc1cccc2ccccc12)c1ccc(F)cc1)c1ccccc1,i,i,4,i,i,i,i,i,i,i,i
CCOc1ccc(Nc2nc(N)c([N+](=O)[O-])c(N3CCOCC3)n2)cc1,i,i,-1,i,i,i,i,i,i,i,i
O=C(CSc1nc2ccccc2c(=O)n1CCCN1CCOCC1)Nc1ccc2c(c1)OCO2,i,i,-3,i,i,i,i,i,i,i,i
O=C(Nc1ccc2c(c1)OCO2)N1CCN(c2ncc(C(F)(F)F)cc2Cl)CC1,i,i,10,i,i,55*,i,i,i,i,i
O=C1CCCN1CCCNCC(O)c1ccccc1 (configuration not stated),i,i,-1,i,i,i,i,i,i,i,i
O=C(c1ccc(F)cc1)N1CCCC(c2nc(-c3cccs3)no2)C1 (configuration not stated),i,i,-4,i,i,i,i,i,i,i,i
CCOc1ccccc1NC(=O)CCS(=O)(=O)c1ccc2c(c1)CC(C)N2C(C)=O (configuration not stated),i,i,1,i,i,i,i,i,i,i,i
Cc1ccc(/C=N/NC(=O)c2nnn(-c3nonc3N)c2CN(C)C)o1,i,i,-7,i,i,i,i,i,i,i,i
Cc1ccc(NC(=O)c2ccco2)c(NC(=O)c2ccc(Cl)cc2)c1,i,i,-3,i,i,i,i,i,i,i,i
CCOC(=O)N1CCN(C(=O)C2CCCN(S(=O)(=O)c3ccccc3)C2)CC1 (configuration not stated),i,i,-12,i,i,i,i,i,i,i,i
CSCC(O)Cn1[nH]c(=O)c2cc(Cl)c(Cl)cc2c1=O (configuration not stated),i,i,-4,i,i,i,i,i,i,i,i
O=C(c1cc2c(=O)n3ccccc3nc2s1)N1CCN(c2cccc(Cl)c2)CC1,i,i,30,i,i,i,i,i,i,i,i
O=C(COC(=O)CC1c2ccccc2CCN1S(=O)(=O)c1ccccc1)Nc1ccccc1 (configuration not stated),i,i,-12,i,i,i,i,i,i,i,i

# Screening results (PubChem)
